Bioassay records from PubChem BioAssay.
GPR55 activation: GPR55 agonists via beta-arrestin recruitment, primary screen, imaging, U2OS cells, beta-arrestin-GFP redistribution (AID 1961); U2OS GPR55 beta-arrestin-GFP redistribution imaging; higher % means a stronger effect; activation, % at 10 µM; hits with a dose series show EC50 in µM; 0.048% of 290,000 active;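 active means activation above 40% with more than 50 cells counted in the well; inconclusive means wells holding fewer than 50 cells, flagged as toxic or sparse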;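 further: U2OS osteosarcoma cells stably expressing GPR55 and beta-arrestin-GFP; plate controls were DMSO negative control for no effect and LPI positive control for full effect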
HEK293 NOD2/NF-kB: NOD2 signaling inhibitors, cell-based, luminescence, uHTS, HEK293 (AID 1566); HEK293 NOD2/NF-kB luciferase reporter, luminescence; higher % means a stronger effect; 0.63% of 290,000 active; inhibition, % at 4 µM, or EC50 in µM where a hit was titrated; further: many of its hits are not listed in these tables
KOR beta-arrestin-1: KOR antagonists, beta-arrestin recruitment, cell-based, luminescence, uHTS (AID 1778); 0.091% of 290,000 active; inhibition, % at 10 µM, or IC50 in µM where a hit was titrated; KOR beta-arrestin recruitment, luminescence, antagonist mode; higher % means a stronger effect; further: strong numbers were not always called active
KOR beta-arrestin-2: kappa opioid receptor activators – cell-based, luminescence, uHTS, primary screen (AID 1777) | KOR beta-arrestin recruitment, luminescence; higher % means a stronger effect | activation, % at 10 µM; hits with a dose series show EC50 in µM | 0.02% of 280,000 active; in the data active means activation above about 50%, passing the limit was not always enough; further: a part of the inactive calls stands beside numbers as strong as those of hits
P. falciparum M17LAP: P. falciparum M17LAP inhibitors, primary screen, biochemical, fluorogenic H-Leu-NHMec substrate, 1536-well (AID 1619); recombinant M17LAP, H-Leu-NHMec fluorogenic kinetic assay; higher % means a stronger effect; inhibition, % at 30 µM; hits with a dose series show IC50 in µM; 0.38% of 220,000 active;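 active means compound inhibiting the enzyme by more than half at any dose during confirmatory dose-response retesting; inconclusive means strong single-dose inhibitors picked by rank but not retested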;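 further: plate controls were full reaction with DMSO carrier for no effect and no enzyme background for full effect; strong numbers were not always called active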
NOD1 inhibition: NOD1 signaling inhibitors, primary screen, cell-based, luminescence, uHTS (AID 1578); inhibition, % at 4 µM; hits with a dose series show EC50 in µM; 1% of 290,000 active; NOD1-driven NF-kB luciferase reporter cells, luminescence; higher % means a stronger effect; in the data active means inhibition mostly above about 36%, no sharp cut-off; inactive means mostly below about 34%;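 further: HEK-293T reporter cells stimulated with the NOD1 agonist gamma-tri-DAP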
AID2073: disruptors of CaV2.2 binding to Mint1 – biochemical, HTRF (AID 2073) | HTRF protein-protein interaction, Mint1-CaV2.2; higher % means a stronger effect | inhibition, % at 20 µM, or IC50 in µM where a hit was titrated | 0.19% of 290,000 active; in the data active means inhibition mostly above about 51%, no sharp cut-off; inconclusive means no clear call, values can overlap the other calls; inactive means mostly below about 53%; further: some results filed as inactive read as strong as hits
Dynein cargo inh: blocks dynein driven cargo transport along microtubules | 3617.4 mouse cells, GR-EGFP nuclear translocation imaging; test concentration mostly 20 µM; stimulated with dexamethasone, 1 µM; active compounds read low | z-score, hits read low | 0.47% of 220,000 active | AID 1381;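 active means plate z-score of nuclear minus cytoplasmic receptor signal below a set negative limit, without overly bright fluorescence or cell loss, cut at about -3.5 in these data, passing the limit was not always enough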;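 further: z-score of nuclear minus cytoplasmic ring GR-EGFP intensity difference per well; some compounds called inactive have numbers as strong as hits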
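Also added – dexamethasone, 1.0 µM final · Buffer or medium – tet-free, stripped-serum medium · Schedule – induction 48 h, compound 1 h, agonist 30 min · Detection – formaldehyde fixation, Hoechst nuclear stain, 10x automated fluorescence imaging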
P. falciparum M1AAP: P. falciparum M1AAP inhibitors, biochemical, fluorogenic H-Leu-NHMec substrate, 1536-well (AID 1445). recombinant M1AAP, H-Leu-NHMec fluorogenic kinetic assay; higher % means a stronger effect. one-dose inhibition, % at 30 µM; IC50 in µM for titrated hits. 0.42% of 220,000 active;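 active means primary inhibition above the hit cutoff, then over 50% inhibition at one or more dose response concentrations, cut at about 23% in these data, passing the limit was not always enough; inconclusive means conflicting primary data, or primary hits not chosen for dose response; inactive means low primary inhibition, or under 50% at every dose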;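 further: plate controls were DMSO full reaction for no effect and no enzyme background for full effect; strong numbers were not always called active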
Dynein cargo inh cytoplasmic EGFP: further read-out of Dynein cargo inh, marked with its call; z-score; measured here: cytoplasmic GR-EGFP intensity; active compounds read high
Dynein cargo inh nuclear GR-EGFP: recorded beside Dynein cargo inh, whose call it bears; z-score; measured here: nuclear GR-EGFP intensity;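 lower value marks the stronger effect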
Dynein cargo inh cell count: recorded beside Dynein cargo inh, whose call it bears; z-score; measured here: cell count per field
Numbers without * were called inactive; ? = inconclusive; nt = no result given; [ ] = dose if it differs, or a comment. Unless noted, no stated cut-off is given here; in the data, active means inhibition above about 50%; inactive means the rest. An excerpt (hit frequency here may not be typical).

SMILES	GPR55 activation	HEK293 NOD2/NF-kB	KOR beta-arrestin-1	KOR beta-arrestin-2	P. falciparum M17LAP	NOD1 inhibition	AID2073	Dynein cargo inh	Dynein cargo inh cytoplasmic EGFP	Dynein cargo inh nuclear GR-EGFP	Dynein cargo inh cell count	P. falciparum M1AAP
COc1cc2c(cc1NC(=O)CN1CCN(S(=O)(=O)c3ccc(F)cc3)CC1)oc1ccccc12	0.1%	1%	9%	1.4%	11%	-22%	24%	0.36	-0.12	0.5	0.22	1%
O=C(CN1C(=O)C2CCc3[nH]c4ccccc4c3C2C1=O)N1CCCC1 (stereo not drawn)	-0.1%	-10%	-12%	4.2%	-18%	-9%	-8%	0.54	-0.27	-0.094	0.37	8%
Cc1noc(C)c1C(=O)Nc1ccc(C#N)cc1	-0.2%	-2%	4%	0.8%	nt	-29%	-2%	nt	nt	nt	nt	nt
COCCNc1ncnc2c1nc1n2CCCC1	0.0%	-2%	-26%	-3.4%	nt	-11%	-7%	nt	nt	nt	nt	nt
COc1cc(C=O)ccc1OCCOc1ccccc1[N+](=O)[O-]	0.3%	-15%	5%	7.7%	-5%	-36%	-2%	0.0028	-0.2	-0.0045	-0.29	4%
S=c1[nH]nc(-c2ccco2)n1C1CCCCC1	-0.5%	8%	21%	-0.8%	9%	-10%	-14%	0.87	0.06	0.57	-0.74	2%
CCNC(=O)CC1SC(=Nc2ccccc2C)N(C)C1=O (stereo not drawn)	0.2%	6%	20%	-8.2%	-8%	-37%	3%	-1.9	-0.23	-0.95	3	3%
O=C(NC(=S)N1CCCCC1)c1cccs1	-0.2%	3%	nt	-1.1%	16%	-17%	-26%	-0.22	-0.26	-0.045	0.6	18%
O=C(Nc1ccc(C(=O)N2CCOCC2)cc1)Nc1cccc(C(F)(F)F)c1	0.2%	23%	18%	3.8%	nt	60%*	4%	nt	nt	nt	nt	nt
COc1ccccc1CCNC(=O)c1nccnc1C(=O)O	0.4%	9%	24%	-3.5%	nt	-8%	18%	nt	nt	nt	nt	nt
COc1cc(Br)cc(CN2CCN(C=O)CC2)c1O	-0.1%	23%	1%	-2.4%	-1%	8%	-7%	1	-0.094	0.61	-0.57	15%
CC(=O)NCCCOc1ccc([N+](=O)[O-])cc1Cl	0.4%	-17%	12%	0.0%	22%	-1%	0%	0.28	-0.66	0.36	-0.68	9%
Cc1nc(NCCC(C)C)c2nnn(Cc3ccccc3)c2n1	-0.4%	11%	-30%[20 µM]	-1.8%	nt	-28%	4%	nt	nt	nt	nt	nt
Cn1c(=O)c2c(nc(CN3CCN(C(=O)c4ccco4)CC3)n2Cc2ccc(F)cc2)n(C)c1=O	0.2%	4%	-25%	4.6%	5%	28%	?	-0.38	-0.24	0.1	1.4	2%
COc1ccc(OC)c(NC(=O)Cn2cc(C#N)c3cc(Br)ccc32)c1	-0.1%	-4%	17%	-1.4%	6%	-40%	2%	0.52	-0.28	0.12	0.33	0%
COc1ccc2c(C)cc3nncn3c2c1	-0.4%	14%	-46%	4.0%	6%	-5%	-10%	0.46	0.15	0.46	-0.61	-4%
COCCN(C(=O)COc1ccccc1)c1nnc(-c2cccnc2)s1	0.3%	15%	-1%	-3.9%	3%	-4%	1%	0.32	-0.18	-0.086	0.018	3%
Cc1ccccc1C(=O)Nn1c(C)ccc1C	-0.1%	0%	29%[20 µM]	0.8%	0%	-20%	11%	-0.098	-0.31	-0.0068	1.3	2%
CCN(C(=O)c1coc(=O)c2ccccc12)c1cc(OC)ccc1OC	-0.2%	12%	20%	-3.1%	0%	8%	-2%	-1	-0.084	-0.37	0.87	4%
CC1=C(C(=O)Nc2ccccc2)C(c2sccc2C)n2nnnc2N1 (stereo not drawn)	-0.1%	15%	7%	-6.3%	2%	10%	-2%	0.7	0.44	0.84	-0.43	7%
CC(C)(C)c1nnc(NC(=O)C2CCN(C(=O)c3ccco3)CC2)s1	1.0%	11%	7%	-0.7%	nt	-20%	0%	nt	nt	nt	nt	nt
CCN=c1scc(C)n1/N=C/c1cc(Br)c(O)c(OC)c1	-0.3%	-17%	1%	3.5%	4%	-47%	10%	-0.82	-0.28	-0.3	0.5	8%
CCN(CC)CC(O)Cn1c(-c2cccc(Cl)c2)nc2cc(C)c(C)cc21 (stereo not drawn)	0.4%	-32%	22%	3.0%	8%	1%	-1%	0.74	-0.26	-0.05	-0.11	3%
CCOC(=O)N1CCC(Nc2c(-c3ccccc3)c(=O)c2=O)CC1	0.8%	0%	-1%	-4.6%	15%	-2%	?	-0.1	0.24	0.18	0.13	4%
CN(C)c1ccc(N=Nc2ccc(S(N)(=O)=O)cc2)cc1	-0.4%	-52%	7%	0.4%	nt	-47%	13%	nt	nt	nt	nt	nt
SMILES	GPR55 activation	HEK293 NOD2/NF-kB	KOR beta-arrestin-1	KOR beta-arrestin-2	P. falciparum M17LAP	NOD1 inhibition	AID2073	Dynein cargo inh	Dynein cargo inh cytoplasmic EGFP	Dynein cargo inh nuclear GR-EGFP	Dynein cargo inh cell count	P. falciparum M1AAP
COc1cc(/C=C/c2nc3ccccc3c(=O)[nH]2)cc(OC)c1OC	0.3%	-10%	-30%	-3.5%	nt	-3%	5%	nt	nt	nt	nt	nt
CCOc1ccc(/C=C/C(=O)c2ccc(-c3ccccc3)cc2)cc1	0.4%	20%	-54%	5.4%	-1%	12%	20%	-0.32	-0.31	-0.25	0.086	5%
Cc1ccc(NC(=O)Nc2ccccc2CC[N+](=O)[O-])cc1	-0.3%	-36%	-38%	-0.3%	8%	-48%	-11%	0.55	-0.19	0.39	0.71	-2%
CC(C)c1ccc(N(C(=O)c2ccco2)C(C(=O)NC2CCCC2)c2ccncc2)cc1 (stereo not drawn)	-0.3%	-64%	-17%	-4.2%	nt	-71%	-1%	nt	nt	nt	nt	nt
O=C(CN1CCCCC1)Nc1ccc(S(=O)(=O)NC2CCCCC2)cc1	-0.1%	8%	-46%	5.8%	-9%	-11%	8%	-0.6	-0.11	-0.3	1.3	1%
O=S(=O)(c1ccc(F)cc1)N1CCC2(CC1)OCCO2	-0.1%	11%	-21%	-3.4%	-7%	-22%	-2%	-0.15	-0.0081	0.4	0.15	3%
N#Cc1c(-c2ccccc2Cl)cc(-c2ccccc2)nc1Br	0.2%	15%	-22%	2.2%	4%	35%	20%	-0.23	-0.2	-0.074	0.77	13%
CC(=O)CCc1ccc(OCCCCn2cncn2)cc1	-0.2%	-14%	11%	-1.5%	11%	-16%	-3%	-0.56	-0.17	-0.077	0.69	5%
N#Cc1cc(C(=O)c2cc(Br)ccc2O)cn(C2CCCCC2)c1=O	0.4%	6%	-20%	6.3%	11%	2%	2%	2	-0.23	-0.42	0.2	-1%
Cc1ccc(S(=O)(=O)N(C)C)cc1NC(=O)CN1CCCC1	0.6%	12%	28%	-2.4%	nt	20%	-1%	nt	nt	nt	nt	nt
CC(C)N(C(=O)NC(=O)Nc1ccccn1)S(C)(=O)=O	0.2%	14%	-20%	0.4%	-2%	-6%	0%	-0.46	-0.27	-0.36	0.5	0%
COc1cc(Cl)c(S(=O)(=O)NCc2ccccn2)cc1Cl	-0.1%	5%	15%	0.3%	-6%	1%	-2%	0.15	-0.022	0.23	-0.12	1%
CCOC(=O)c1ccc(N=Nc2c(C)c(C#N)c(O)[nH]c2=O)cc1	0.2%	-18%	17%	-5.9%	27%	-33%	nt	0.13	0.25	-0.2	0.17	5%
COc1cccc(C(=O)Nc2nnc(-c3ccc(OC)cc3OC)s2)c1	0.2%	-19%	9%	0.4%	nt	14%	44%	nt	nt	nt	nt	nt
COC(=O)CSc1nc2cc(Cl)ccc2c(=O)n1C1CCCC1	-0.2%	11%	5%	1.4%	-2%	-1%	-7%	-0.08	-0.21	-0.017	-0.2	-9%
O=C(CCc1ccc(Oc2cc([N+](=O)[O-])cc([N+](=O)[O-])c2)cc1)NC1CCCC1	-0.3%	-1%	11%	2.6%	-21%	-3%	-7%	1.4	-0.24	1.4	-1.5	2%
CC(C)(C)C(=O)OCC1OC(n2cnc(C(N)=O)n2)C(O)C1O (stereo not drawn)	0.6%	-6%	10%	3.2%	3%	-16%	?	-0.34	-0.27	-0.29	0.64	11%
Cc1ccc(C)c(S(=O)(=O)N2CCCOC2CNC(=O)C(=O)NCCCN2CCOCC2)c1 (stereo not drawn)	-0.1%	15%	-11%	2.9%	nt	-2%	15%	nt	nt	nt	nt	nt
CCCN1C(=O)S/C(=C/c2ccc(N3CCOCC3)o2)C1=O	-0.1%	-53%	42%	2.9%	6%	10%	51%	-0.16	1.7	0.85	-1.3	8%
COC(=O)C1=C(NC(=O)c2cccc(OC)c2)CCS1	-0.1%	-11%	-47%	3.7%	18%	19%	10%	-0.9	-0.35	-0.32	0.83	16%
CN(CCCN1CCOCC1)Cc1cn(C)nc1-c1ccccc1F	0.2%	-2%	-19%	3.7%	4%	37%	-1%	-0.12	-0.27	0.21	-0.15	-1%
CC1=NN(Cc2ccccc2)C(=O)/C1=C/c1ccc(N(C)C)cc1	-0.1%	-13%	-46%	10%	-10%	-8%	-18%	0.87	-0.14	0.82	0.027	15%
O=Cc1c(NCc2cccc(F)c2)c2ccccc2[nH]c1=O	0.3%	1%	14%[20 µM]	3.2%	nt	-33%	9%	nt	nt	nt	nt	nt
Cc1cc(NC(=O)CSc2nnc(-c3ccc(S(=O)(=O)N4CCCC4)cc3)n2C)no1	-0.2%	2%	18%	1.8%	-7%	-5%	1%	-1.2	-0.099	-0.41	0.5	1%
Cc1[nH]c2ccccc2c1N=Nc1ccc(F)cc1	-0.6%	-1%	19%	-1.9%	-2%	-12%	-2%	-0.66	-0.32	-0.24	0.55	14%
CC(CCc1ccccc1)NC(=O)/C=C/c1ccccc1 (stereo not drawn)	-2.3%	-10%	10%	-1.5%	-6%	-8%	10%	-1.1	-0.2	-0.53	1	-2%
